From PubChem
BRCA1 expr act: qHTS Assay to Identify Small Molecule Activators of BRCA1 Expression. Potency, µM (highest dose often 46.1 µM), inactives show at the highest dose activation, hits mostly activators. MCF7-BRCA1-FFLuc reporter, luminescence, 48 h; response scale: scaled: vehicle 0%, 10 µM genistein 100%. AID 624202, 2012. 1.1% of 380,000 active; further: potency means the concentration at half of the fitted maximal effect; nearly all actives have a fitted effect of over 80% in size; some results filed as inactive show a strong effect at the top dose
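Luminescence from a BRCA1-driven firefly luciferase in MCF7 cells was read after 48 h compound exposure at 37 C. Data normalized against DMSO and a 10microM genistein activation control, then curve-fitted across the titration.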
Gal4-VP16 FLuc: VP16 counterscreen qHTS for inhibitors of ROR gamma transcriptional activity | Drosophila S2 Gal4-VP16 UAS-luciferase, luminescence, 20 h | Potency, µM (series often up to 53.6 µM), inactives show at the highest dose activity, negative = inhibition, usual class: inhibitors | 3.5% of 310,000 active | AID 2546, 2010;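 further: Gal4-VP16 expression switched on by copper sulfate through the metallothionein promoter; potency means the concentration at half of the fitted maximal effect; on the % scale 0 is the no-effect control and ±100 the full control effect; nearly all actives have a fitted effect of over 50% in size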
p53 reactivator: qHTS assay for re-activators of p53 using a Luc reporter; H1299 p53-A138V BP100-luciferase reporter, luminescence, 24 h; Potency, µM (titrated, usually from 92.2 µM), for inactives: at the top dose activity change, positive = activation, usual class: activators; 0.063% of 320,000 active; AID 504706, 2011; further: potency means the concentration at half of the fitted maximal effect; % of control where 0% means no effect; nearly all actives have a fitted effect of over 45% in size
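H1299 (p53-null), stable ts p53-A138V + BP100-Luc; 1000 cells/well, Opti-MEM/10% FBS; cpd 4 pt, 1:5; 24 h, 37 deg C, 5% CO2; detection reagent 10 min RT; luminescence.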
FLuc counter: qHTS profiling assay for firefly luciferase inhibitor/activator using purifed enzyme and Km concentrations of substrates (counterscreen for miR-21 project); 6.9% of 360,000 active; Potency, µM (highest dose often 57.5 µM), without a hit: top-dose activity change, negative = inhibition, usual class: inhibitors; purified FLuc, Km substrates, luminescence inhibition;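 further: potency means the concentration at half of the fitted maximal effect; plate controls were vehicle for no effect and reference inhibitor for full effect; nearly all actives have a fitted effect of over 55% in size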
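Purified P. pyralis luciferase, 10 nM final, with Km-level 10 uM D-luciferin and 10 uM ATP in 50 mM Tris acetate pH 7.5, 10 mM Mg acetate, 0.01% Tween-20, 0.05% BSA; 6-point qHTS titration about 60 µM downward; luminescence read.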
ELG1 genotox: qHTS screen for small molecules that induce genotoxicity in human embryonic kidney (HEK293T) cells expressing luciferase-tagged ELG1; AID 504466, 2011; Potency, µM (titrated, usually from 46 µM), without a hit: at the highest dose activity change, positive = activation, usual class: activators; HEK293T ELG1-luciferase reporter, luminescence, 16 h; 1.3% of 330,000 active; further: potency means the concentration at half of the fitted maximal effect; % of control where 0% means no effect; nearly all actives have a fitted effect of over 60% in size
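16 hr compound incubation (37 °C, 5% CO2) of HEK293T cells carrying luciferase-tagged ELG1; luciferase then measured by ONE-Glo luminescence after 30 min at RT.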
Rab9 promoter act: qHTS Assay for Rab9 Promoter Activators. Huh7 Rab9 promoter-luciferase reporter, luminescence, 24 h. Potency, µM (series often up to 9.22 µM), for the others: top-dose activation, negative = inhibition, most hits filed as activators. 2.8% of 320,000 active; further: potency means the concentration at half of the fitted maximal effect; % of control where 0% means no effect; nearly all actives have a fitted effect of over 60% in size
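Promoter activation is measured as luciferase luminescence in Huh7 cells stably transfected with a Rab9 promoter–luciferase construct, following 24 h compound exposure at 37 °C and 10 min reagent incubation at ambient temperature.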
ELG1 repair inh: qHTS screen for small molecules that inhibit ELG1-dependent DNA repair in human embryonic kidney (HEK293T) cells expressing luciferase-tagged ELG1 | 2.3% of 330,000 active | HEK293T ELG1-luciferase reporter, luminescence, 16 h; DNA damage induced by 5-fluorouridine | AID 504467, 2011 | Potency, µM (doses to about 46.1 µM), without a hit: at the top dose activity change, negative = inhibition, most hits filed as inhibitors; further: potency means the concentration at half of the fitted maximal effect; on the % scale 0 is the no-effect control and ±100 the full control effect; nearly all actives have a fitted effect of over 55% in size
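Luminescence from the luciferase reporter, measured 30 min after ONE-Glo reagent at room temperature, was the read-out. Beforehand, 2,000 cells per well were exposed for 16 hr at 37 °C to 5-fluorouridine together with compound or vehicle.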
TRPV1 ag: HTS Assay for Compounds that Act as Agonists of the Vanilloid Receptor 1 | AID 540275, 2011 | activation, % at 8.33 µM | 0.19% of 320,000 active | TRPV1-expressing cells, Fluo-8 calcium influx, agonist mode | Transient receptor potential cation channel subfamily V member 1 (Homo sapiens), Q8NER1; in the data active means activation above about 80%; inconclusive means between about 30% and that limit; further: 0% is about no effect
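Cells expressing TRPV1 were dye-loaded with Fluo-8 and read kinetically: 10 s baseline, 3 min after compound (agonist portion), then 2 min after EC20 capsaicin (allosteric enhancer portion). Calcium-bound dye fluorescence at 480/520 nm.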
NPC1 promoter act: qHTS Assay for NPC1 Promoter Activators. Huh7 NPC1 promoter luciferase reporter, 24 h. Potency, µM (titrated, usually from 9.22 µM), without a hit: at the top dose activation, hits mostly activators. 2.4% of 320,000 active;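 further: potency means the concentration at half of the fitted maximal effect; % of control where 0% means no effect; nearly all actives have a fitted effect of over 60% in size; reporter is driven by a mutant NPC1 promoter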
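Huh7 reporter cells (NPC1 promoter driving luciferase) are dosed with compound for 24 h at 37 °C, 5% CO2; luciferase detection reagent is then added and luminescence measured after 10 min at ambient temperature.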
Tb PFK block: qHTS Assay to Find Inhibitors of T. brucei phosphofructokinase. AID 485367, 2010. Potency, µM (series often up to 57.5 µM), inactives show at the highest dose activity, negative = inhibition, most hits filed as inhibitors. T. brucei PFK, ADP-Glo luminescence. 0.17% of 330,000 active;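 further: potency means the concentration at half of the fitted maximal effect; 0% = uninhibited 1x PFK enzyme wells and -100% = no-enzyme wells; nearly all actives have a fitted effect of over 60% in size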
Target sequence (O15648 whole entry, looked up): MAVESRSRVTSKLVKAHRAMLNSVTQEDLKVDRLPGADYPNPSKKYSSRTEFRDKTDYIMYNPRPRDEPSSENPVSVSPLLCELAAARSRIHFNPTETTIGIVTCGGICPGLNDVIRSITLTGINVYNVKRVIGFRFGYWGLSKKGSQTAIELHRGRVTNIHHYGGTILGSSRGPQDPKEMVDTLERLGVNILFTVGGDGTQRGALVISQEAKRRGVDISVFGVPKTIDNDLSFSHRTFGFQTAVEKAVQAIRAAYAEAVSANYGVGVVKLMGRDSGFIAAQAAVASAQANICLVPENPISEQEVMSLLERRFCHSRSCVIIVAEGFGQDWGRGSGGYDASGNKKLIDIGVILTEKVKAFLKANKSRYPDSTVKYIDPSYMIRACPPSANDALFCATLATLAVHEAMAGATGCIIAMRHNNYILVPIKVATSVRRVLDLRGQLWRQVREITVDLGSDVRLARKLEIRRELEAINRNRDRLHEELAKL
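Activity is normalized to no-enzyme wells (full inhibition) and 1.25 nM enzyme wells (no inhibition). Reaction: 0.5 mM F6P, 0.1 mM ATP, 45 min RT, ADP-Glo luminescence; concentration-response curves fitted and classed by quality.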
RORg inh: qHTS for inhibitors of ROR gamma transcriptional activity | Potency, µM (series often up to 53.6 µM), for inactives: top-dose activity change, negative = inhibition, hits mostly inhibitors | AID 2551, 2010 | 5.4% of 310,000 active | Drosophila S2 Gal4-RORgamma UAS-luciferase reporter, 20 h; further: potency means the concentration at half of the fitted maximal effect; on the % scale 0 is the no-effect control and ±100 the full control effect; nearly all actives have a fitted effect of over 60% in size
Target sequence (P51450 whole entry, looked up, the tested form may be a part): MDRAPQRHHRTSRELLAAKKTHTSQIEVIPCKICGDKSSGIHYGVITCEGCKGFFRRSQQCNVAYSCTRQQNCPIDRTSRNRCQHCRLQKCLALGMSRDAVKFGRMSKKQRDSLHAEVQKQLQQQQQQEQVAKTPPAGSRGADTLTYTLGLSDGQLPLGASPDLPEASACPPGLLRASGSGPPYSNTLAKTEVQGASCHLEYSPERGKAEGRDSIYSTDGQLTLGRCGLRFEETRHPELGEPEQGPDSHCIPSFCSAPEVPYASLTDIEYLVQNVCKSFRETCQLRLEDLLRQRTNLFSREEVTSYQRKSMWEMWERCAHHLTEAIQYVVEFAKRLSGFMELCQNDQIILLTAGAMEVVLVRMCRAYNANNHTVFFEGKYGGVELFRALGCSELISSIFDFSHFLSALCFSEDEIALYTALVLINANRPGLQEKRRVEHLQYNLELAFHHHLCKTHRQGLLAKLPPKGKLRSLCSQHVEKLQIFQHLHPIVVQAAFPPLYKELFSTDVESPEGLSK
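Using a luciferase readout, inhibitors were identified by reduced reporter activity in Drosophila cells coexpressing a copper-inducible Gal4–ROR gamma fusion and UAS-driven Photinus luciferase, incubated 20 hr after 700 uM copper sulfate.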
Numbers without * were called inactive; u = inconclusive; x = no result given; [ ] = remark or other dose. Unless noted, the call rests on the fitted dose curve; in most records, active means well fitted curve in the direction sought with a large enough effect; inconclusive means small, poorly fitted or top-dose-only effect, or another doubt; inactive means no such curve, though single readings can be large; an effect the other way counts as inactive or inconclusive.

SMILES	BRCA1 expr act	Gal4-VP16 FLuc	p53 reactivator	FLuc counter	ELG1 genotox	Rab9 promoter act	ELG1 repair inh	TRPV1 ag	NPC1 promoter act	Tb PFK block	RORg inh
O=C(O)c1ccc(/C=N/O)cc1	0%	-6%	7%	0%	1%	-1%	4%	1	-5%	-11%	-12%
O=C1NCC2=C1C(c1ccccc1)Nc1ccccc1N2 (centres undefined)	47%	0%	13%	4%[2.3 µM]	6%	13%	u	1	1%	-3%	18%
CC1(OC(=O)CCc2ccccc2)C(=O)C=C2C=C(c3ccc(C#N)cc3)N(C3CC3)C=C2C1=O (centres undefined)	-17%	-16%	1%	-3%	1%	-5%	2%	3	-2%	-2%	1%
CC(=O)Nc1ccccc1OCC(=O)NCC(F)(F)F	-3%	2%	7%	-2%	0%	11%	7%	-6	-6%	1%	22%
Cc1cccc(NC(=O)CN2CCOCC2)c1C	0%	3%	x	-3%	-2%	0%	-11%	-5	-3%	0%	-33%
O=C(Cc1ccc(F)cc1)N1CCC2(CC1)NCCc1[nH]cnc12	0%	-7%	3%	0%	0%	-1%	10%	-3	2%	-1%	-32%
COCc1nc2ccccc2n1Cc1ccc(Br)cc1	78%	u	6%	-19%	11%	u	u	-5	23%	0%	10µM*
CN(CCCC(=O)NC1CC(C)(C)NC(C)(C)C1)S(=O)(=O)c1ccc([N+](=O)[O-])cc1	0%	5%	5%	0%	0%	-1%	20%	-1	1%	-1%	-15%
O=C(c1ccc(N2CCOCC2)c([N+](=O)[O-])c1)N1CCN(Cc2ccccc2)CC1	-17%	-7%	1%	0%	-1%	4%	u	12	3%	0%	-2%
CC(=O)c1ccc(S(=O)(=O)N2CCN(CCOc3ccc(Br)cc3)CC2)cc1	-18%	x	-4%	-1%	1%	-35%[inhibitor]	-24%	2	-24%	-4%	x
CC(C)CC1=NN(C(=O)c2ccco2)C(O)(C(F)(F)F)C1 (centres undefined)	-7%	14µM*	0%	2%	2%	-1%	8%	8	-2%	-3%	6.3µM*
Cc1ccc(C(=O)NCC(=O)NCCc2ccc(S(N)(=O)=O)cc2)s1	-1%	3%	2%	2%	0%	4%	u	-1	1%	-3%	2%
CCOc1ccc(NC(=O)CSc2nc3ccccc3c(=O)n2Cc2cccs2)cc1	-16%	-2%	1%	-1%	13%	-2%	21%	2	0%	2%	0%
O=C(NCc1ccccn1)c1cc2n(n1)C(C(F)(F)F)CC(c1ccco1)N2 (centres undefined)	-9%	-8%	-4%	0%	2%	-4%	-2%	-1	5%	0%	14%
COc1ccc(CN(C)C(=O)COC(=O)c2c(C)nn(-c3ccc(F)cc3)c2Cl)cc1	-1%	x	1%	1%	-5%	-7%	13µM*	5	-7%	0%	x
COc1ccc(CNC(=O)NCc2ccc(OC)c(OC)c2)cc1OC	-38%	-5%	-1%	4%	11%	3%	10%	3	1%	-3%	-2%
COc1ccc(N=CC2=C(O)c3ccccc3C2=O)cc1	0%	u	x	0.15µM*	u	0.32µM*	u	3	0.71µM*	2%	3.2µM*
CCN1C(=O)c2cccc3c(N)ccc(c23)C1=O	20%	-9%	6%	-15%	6%	4%	0%	198*	1%	2%	12%
CCOC(=O)CSc1nc(=O)n2ccccc2n1	0%	7%	4%	3%	2%	5%	1%	0	-2%	-1%	-9%
CC(C)(C)NC(=O)C(c1ccccc1)N(Cc1ccco1)C(=O)c1csnn1 (centres undefined)	3%	23%	-1%	1%	1%	-3%	-22%	0	19%	-4%	-1%

2 compounds picked at random from those above:
SMILES	BRCA1 expr act	Gal4-VP16 FLuc	p53 reactivator	FLuc counter	ELG1 genotox	Rab9 promoter act	ELG1 repair inh	TRPV1 ag	NPC1 promoter act	Tb PFK block	RORg inh
COc1ccc(N=CC2=C(O)c3ccccc3C2=O)cc1	0%	u	x	0.15µM*	u	0.32µM*	u	3	0.71µM*	2%	3.2µM*
CCOC(=O)CSc1nc(=O)n2ccccc2n1	0%	7%	4%	3%	2%	5%	1%	0	-2%	-1%	-9%

More results
SMILES	BRCA1 expr act	Gal4-VP16 FLuc	p53 reactivator	FLuc counter	ELG1 genotox	Rab9 promoter act	ELG1 repair inh	TRPV1 ag	NPC1 promoter act	Tb PFK block	RORg inh
CCC(=O)Nc1ccc(-c2nnc(SCc3ccc(C(=O)Nc4nccs4)cc3)n2CC)cc1	38%	-1%	3%	11µM*	-2%	x	u	x	3%	0%	39%
Cc1cccc(C(=O)N2CCN(c3ccccn3)CC2)c1	-24%	-10%	1%	-1%	-5%	-11%	3%	2	-2%	3%	7%
CCCCc1c(O)nc(SCC(=O)Nc2cccc3ccccc23)n(-c2ccccc2OC)c1=O	0%	-18%	-1%	3%	0%	4%	u	2	-1%	1%	u
O=C(NNC(=S)NCc1ccccc1)c1ccccc1OC(F)F	-29%	u	-10%	-3%	3%	1%	0%	16	-3%	-10%	-42%
COc1ccc(CN2CCN(C(=O)c3cc(OC)c(OC)c(OC)c3)CC2)cc1OC	-33%	1%	-3%	1%	-9%	0%	-2%	5	0%	0%	u
CCO/N=C(\N)c1[nH]ncc1Br	2%	3%	13%	0%	2%	1%	6%	x	-2%	1%	9%
Cc1ccc(C(C(=O)NC2CCCC2)N(CCCO)C(=O)Cn2nnc(-c3ccc(C)o3)n2)cc1 (centres undefined)	-1%	6%	-3%	-1%	7%	-4%	5%	0	-2%	3%	11%
C=COC(=O)c1sc2nc(C)cc(C)c2c1N	-61%	-8%	4%	u	5%	24%	u	2	24%	1%	-16%
CCCC(O)(c1ccc(Br)cc1)C(CN1CCOCC1)c1ccc(Cl)cc1 (centres undefined)	-80%	-4%	0%	-1%	-11%	-3%	-22%	11	-3%	5%	41%
CNC[C@@H]1Oc2ccc(NS(=O)(=O)c3ccc(Cl)cc3)cc2C(=O)N([C@H](C)CO)C[C@@H]1C	2%	x	3%	x	0%	x	0%	x	x	4%	x

Compound profiles (already shown):
Listed for `CNC[C@@H]1Oc2ccc(NS(=O)(=O)c3ccc(Cl)cc3)cc2C(=O)N([C@H](C)CO)C[C@@H]1C` → BRCA1 expr act = 2%; Gal4-VP16 FLuc = x; p53 reactivator = 3%; FLuc counter = x; ELG1 genotox = 0%; Rab9 promoter act = x; ELG1 repair inh = 0%; TRPV1 ag = x; NPC1 promoter act = x; Tb PFK block = 4%; RORg inh = x
Listed for `CCCCc1c(O)nc(SCC(=O)Nc2cccc3ccccc23)n(-c2ccccc2OC)c1=O` → BRCA1 expr act = 0%; Gal4-VP16 FLuc = -18%; p53 reactivator = -1%; FLuc counter = 3%; ELG1 genotox = 0%; Rab9 promoter act = 4%; ELG1 repair inh = u; TRPV1 ag = 2; NPC1 promoter act = -1%; Tb PFK block = 1%; RORg inh = u

New compounds follow.
SMILES	BRCA1 expr act	Gal4-VP16 FLuc	p53 reactivator	FLuc counter	ELG1 genotox	Rab9 promoter act	ELG1 repair inh	TRPV1 ag	NPC1 promoter act	Tb PFK block	RORg inh
COc1ccc(NC(=O)CNS(=O)(=O)c2ccc(Cl)cc2)cc1OC	-10%	u	5%	-1%	0%	2%	7%	4	-2%	0%	1%
CN(C)c1ccc(C(=O)OCC(=O)Nc2ccc(S(N)(=O)=O)cc2)cc1	17%	-5%	0%	6%	11%	3%	-4%	0	-3%	2%	12%
CC(=O)Nc1ccc(C23CC4CC(CC(C4)C2)C3)cc1	57%	17%	21%	15µM*	9%	2%	u	u	u	1%	23%
O=C(COC(=O)c1ccccc1NC(=O)c1ccccc1)c1cccc([N+](=O)[O-])c1	-6%	u	14%	2%	4%	-15%	-3%	7	-1%	-6%	8%
Cc1cc(C)c2[nH]c(=O)c(CN(CC3CCCO3)C(=S)Nc3ccccc3)cc2c1 (centres undefined)	-5%	-12%	-4%	-1%	7%	-1%	-16%	2	-7%	9%	7%
CCCNC(=O)/C=C/c1ccc(S(=O)(=O)Nc2ccccc2OC)cc1	-27%	0%	-5%	0%	-4%	10%	-19%	3	-6%	-8%	29%
CN(C)S(=O)(=O)c1ccc(S(=O)(=O)NCc2ccc3c(c2)OCO3)cc1	-13%	-5%	x	0%	-2%	-3%	-3%	2	3%	2%	44%
Cc1cccc(NC(=O)C2CCN(S(=O)(=O)c3cccs3)CC2)c1	-23%	-3%	-1%	2%	-5%	2%	0%	29	0%	6%	30%
